High-throughput results deposited in PubChem by several laboratories.
FadD28 FP inh = blocks FadD28 binding to the bisubstrate probe; fluorescence polarization; inhibition, % at 12.5 µM; hit rate 0.22% among 360,000; in the data active means inhibition above about 8.5%, passing the limit was not always enough; inconclusive means no clear call, values can overlap the other calls
Mtb FBA inh = Mtb fructose-bisphosphate aldolase inhibition | P9WQA3 | purified M. tuberculosis FBA, fluorescence read-out | inhibition, % at 1 µM | hit rate 2.3% among 360,000; in the data active means inhibition above about 27%;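 further: 0% = vehicle and 100% = reference inhibitor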
Target sequence (P9WQA3 whole entry, looked up): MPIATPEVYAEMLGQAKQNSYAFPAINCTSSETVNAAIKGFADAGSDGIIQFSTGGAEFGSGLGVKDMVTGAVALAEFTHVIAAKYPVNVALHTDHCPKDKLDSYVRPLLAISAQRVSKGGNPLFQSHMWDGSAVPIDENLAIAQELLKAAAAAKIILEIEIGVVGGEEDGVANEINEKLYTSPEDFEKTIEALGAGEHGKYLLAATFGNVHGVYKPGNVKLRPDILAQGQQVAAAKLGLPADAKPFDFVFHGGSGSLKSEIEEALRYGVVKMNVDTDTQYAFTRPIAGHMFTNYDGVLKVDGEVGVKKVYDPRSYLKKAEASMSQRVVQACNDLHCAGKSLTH
BoNT-F LC inh = BoNT F light chain protease inhibition; Multiplex microsphere protease cleavage assay, flow cytometry; inhibition, % at 10 µM; hit rate 0.22% among 360,000; in the data active means inhibition above about 35%, passing the limit was not always enough; inconclusive means no clear call, values can overlap the other calls; further: plate controls were buffer without enzyme for full effect and enzyme alone for no effect
PrPC TRFRET = reduces human prion protein on the cell surface; cell surface PrPC, TR-FRET read-out; hit rate 0.43% among 370,000; AID 720596; inhibition, % at 13.8 µM; in the data active means inhibition above about 24%; further: 0% = median of the test wells and 100% = reference compound wells
CCHF vOTU inh = blocks the CCHF virus ovarian tumor domain protease | CCHFV vOTU protease, Pep-AMC fluorescence | inhibition, % at 11.5 µM | hit rate 0.55% among 370,000; further: 0% = vehicle wells with enzyme and 100% = no enzyme wells
BoNT-A LC inh2 = inhibitors of Botulinum neurotoxin A light chain protease | multiplex microsphere protease substrate cleavage, flow cytometry | inhibition, % at 10 µM | hit rate 0.17% among 360,000 | AID 588499; in the data active means inhibition above about 30%; inconclusive means no clear call, values can overlap the other calls; further: plate controls were buffer without enzyme for full effect and enzyme alone for no effect
Mtb UGM inh = Mtb UDP-galactopyranose mutase inhibition | inhibition, % at 10 µM | hit rate 0.06% among 320,000 | P9WIQ1 | AID 504406 | purified UGM, fluorescence polarization probe displacement; in the data active means inhibition above about 10%, passing the limit was not always enough; inconclusive means no clear call, values can overlap the other calls
Target sequence (P9WIQ1 whole entry, looked up): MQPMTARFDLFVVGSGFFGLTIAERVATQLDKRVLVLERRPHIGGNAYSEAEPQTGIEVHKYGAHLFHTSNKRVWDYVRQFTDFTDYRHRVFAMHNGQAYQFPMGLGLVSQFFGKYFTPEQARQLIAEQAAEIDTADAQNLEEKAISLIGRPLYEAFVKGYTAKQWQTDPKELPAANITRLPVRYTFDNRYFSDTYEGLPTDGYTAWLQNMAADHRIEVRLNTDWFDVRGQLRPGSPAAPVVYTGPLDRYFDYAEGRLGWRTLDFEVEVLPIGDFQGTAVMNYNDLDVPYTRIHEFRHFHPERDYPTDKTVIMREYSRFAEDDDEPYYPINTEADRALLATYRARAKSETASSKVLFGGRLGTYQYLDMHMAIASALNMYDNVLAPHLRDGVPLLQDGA
GDH-TPI counter = inhibits GDH-TPI coupling enzymes, artifact for Mtb FBA screen. inhibition, % at 4.8 µM. hit rate 1.2% among 360,000. GDH-TPI coupled enzyme counterscreen, NADH absorbance;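 further: 0% = DMSO wells and 100% = wells lacking the enzyme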
BioA inh = blocks M. tuberculosis BioA enzyme activity | purified M. tuberculosis BioA enzyme, plate reader | inhibition, % at 9.99 µM | hit rate 0.096% among 360,000 | AID 602481; in the data active means inhibition above about 40%; inconclusive means no clear call, values can overlap the other calls
* hit, by the source's call; ? = inconclusive; nt = no result given; & = joins results of further samples. Unless noted, no stated cut-off is given here; in the data, active means inhibition above about 30%; inactive means the rest.

SMILES	FadD28 FP inh	Mtb FBA inh	BoNT-F LC inh	PrPC TRFRET	CCHF vOTU inh	BoNT-A LC inh2	Mtb UGM inh	GDH-TPI counter	BioA inh
OC(CN1CCCCC1)c1c[nH]c2ccccc12 (stereo not drawn)	-2.3	4	11	4	7	0.1	0.7	1	-0.6
O=[N+]([O-])c1ccc(/C=C/c2ccc3cccc(O)c3n2)cc1	-2.1	1	-12	-33	-2	-2.4	-1.2	17	-5.4
O=C(OCCN1C(=O)c2ccccc2C1=O)c1cccs1	-1.7	0	10	0	-11	0.3	-2.5	-6	-0.6
O=C(c1ccc(S(=O)(=O)Nc2cccc(C(F)(F)F)c2)cc1)N1CCN(c2ccccc2O)CC1	-0.7	-1	-12	-4	9	-4.5	nt	-6	1.0
CN1C(=O)C(Cc2cccs2)C(=O)N(C)C1=O	-1.3	-2	-4	1	26	-0.6	1.7	-4	-0.7
COc1cc(NC(=O)Nc2cccn3nc(COCCO)nc23)cc(OC)c1OC	-1.7	3	0	-6	-7	-0.6	nt	12	-0.2
CCCn1c(SCN2C(=O)c3ccccc3C2=O)nc2cc(Cl)ccc2c1=O	-1.8	1	-17	18	22	-1.0	-1.1	-3	nt
Cc1ccc(C)c(NC(=O)CN(C)C(=O)C2COc3ccccc3O2)c1 (stereo not drawn)	nt	2	-7	1	12	1.1	-2.3	6	-0.1
Oc1ccc(/C=N/Nc2ccnc3cc(Cl)ccc23)cc1O	12*	-3	-111	5	15	-3.4	-0.9	5	nt
CC1(C)CC(=O)C=C(c2cccnc2)C1	-4.3	1	-4	-9	-3	-0.6	1.7	13	-1.4
COc1ccc(-c2cc(C(=O)N(C)CC(=O)Nc3cccc(F)c3)c3ccccc3n2)cc1OC	-3.9	2	-8	-7	-5	-0.1	nt	12	0.5
CN1CCNC(=O)C1CC(=O)O (stereo not drawn)	-1.4	-1	0	-3	4	?	-0.5	7	1.2
CC(C)(C)OC(=O)C[C@H]1C/C=C\C[C@H](CC(=O)N(CCO)Cc2ccccc2)C(=O)NCCOC1=O	-2.7	1	-10	5	4	-0.7	-1.2	12	-0.2
CC(C)N1CCN(Cc2ccc(C#CC(C)(C)O)s2)CC1CCO (stereo not drawn)	-1.5	2	1	-6	0	0.8	-0.7	2	-1.2
CNc1ncnc2sc(-c3ccccc3)cc12	-4.1	46*	-5	-9	5	-0.5	-1.6	12	1.1
NS(=O)(=O)c1ccc(CCNC(=O)c2ccc(OCC3CCCO3)cc2)cc1 (stereo not drawn)	nt	2	-7	-8	7	1.2	-4.4	-7	-0.6
N#C/C(=C\N1CCN(Cc2ccc3c(c2)OCO3)CC1)c1nc2ccccc2s1	-1.3	1	-5	4	9	0.5	1.6	26	-0.3
C[C@@H]1CN([C@@H](C)CO)C(=O)c2cc(N(C)C)ccc2O[C@@H]1CN(C)Cc1ccncc1	0.3	2	4	-4	-3	-0.2	0.0	1	-2.2&1.4
COc1ccc(-n2cc(CN(C)Cc3n[nH]c(=O)[nH]3)c(-c3cccc(F)c3)n2)cc1	1.0	33*	5	-14	0	1.3	0.0	8	nt
COc1ccc(N2C(=O)[C@@H]3[C@H](C2=O)[C@H]2C=CC=NN2[C@@H]3C(=O)Nc2ccc(Cl)cc2)cc1	-3.3	0	?	0	12	9.0	-2.9	-1	0.0
N=c1oc2cc(O)ccc2cc1C(=O)Nc1ccc(F)cc1	-2.2	90*	-13	3	-154	-0.9	-0.7	-2	-0.6
COc1cc(Cl)c(C)cc1NC(=O)CSc1ccccc1	0.6	1	-10	-4	-3	-0.7	-4.0	4	nt
Cc1nc(CN(C)C(=O)c2cc(COc3c(F)cccc3F)on2)cs1	-0.4	-1	-2	-5	-9	-0.4	0.2	-1	nt
CCCn1c2c(c(O)c(C(=O)Nc3ccc(OCC)cc3)c1=O)CCCC2	-2.2	6	0	3	2	-0.5	2.5	3	-3.4
CCOC(=O)C(=NC1CCS(=O)(=O)C1)NNc1cc(Cl)ccc1Cl (stereo not drawn)	-1.3	-2	2	4	4	0.1	4.6	16	0.0
SMILES	FadD28 FP inh	Mtb FBA inh	BoNT-F LC inh	PrPC TRFRET	CCHF vOTU inh	BoNT-A LC inh2	Mtb UGM inh	GDH-TPI counter	BioA inh
OCC[C@H]1C[C@H](O)[C@@H](O)[C@@]2(CCCc3ccccc3O2)O1	-4.4	0	-6	-4	2	-0.4	0.2	6	8.0
Cc1ccc(C2Nc3ccccc3NC3=C2C(=O)CC(C)(C)C3)c(O)c1 (stereo not drawn)	1.0	-1	1	12	7	0.4	0.8	22	0.7
COc1cccc(NC(=O)Nc2nnc(CC(=O)NCc3ccccc3)s2)c1	-3.4	-2	-3	8	9	-1.0	-0.3	3	-1.2
CSCCC(C(=O)Nc1c(C)cccc1C)N1CCN(c2ccc(C(F)(F)F)cn2)CC1 (stereo not drawn)	-2.3	4	-2	4	-2	-0.2	nt	nt	-1.6
COCCCNC(=S)N1CCN(c2nc(-c3ccc(F)cc3)cs2)CC1	-0.4	3	?	-5	4	-4.7	-1.3	-6	5.1
CCCCCOC(=O)Nc1nnc(CCCCC)s1	-2.5	1	3	7	-2	-0.3	-0.2	16	nt
O=C(/C=C/c1ccco1)Nc1ccc(Cl)c(S(=O)(=O)N2CCOCC2)c1	-6.6	-7	-3	0	10	-0.3	1.0	29	-0.9
COc1cc(-c2nc3cc(C)ccn3c2NC2CCCCC2)ccc1-c1ccc(C(C)=O)cc1	-1.6	10	18	3	3	-3.1	-0.2	7	-2.0
COc1ccc(OC)c(NC(=O)Nc2nc(C(N)C(C)C)cs2)c1 (stereo not drawn)	-2.1	0	-13	-6	-7	-1.0	nt	14	5.9
Cc1ccc2c(Cl)c(C(=O)NCC(c3ccco3)N3CCCC3)sc2c1 (stereo not drawn)	-1.8	1	-15	8	8	-2.3	2.1	1	-1.5
N#Cc1ccc(CSc2nnc(NC(=O)c3ccc(=O)[nH]c3)s2)cc1	-2.4	7	-5	-4	-3	-0.5	0.9	23	7.4
COCCN(C(=O)c1ccc(N2C(=O)c3ccccc3C2=O)cc1)c1c(N)n(CC(C)C)c(=O)[nH]c1=O	-1.9	4	8	1	-6	3.5	nt	-4	-1.8
CCOc1cc(Br)c(CC(=O)O)cc1OCC	-1.4	2	-3	1	6	-1.0	-0.7	-1	1.1
COc1ccc(S(=O)(=O)NCCN2CCOCC2)c(C)c1C	-2.7	-3	?	-7	14	-3.0	1.8	7	0.7
CCOCCCN(C(=O)Cn1nnc(-c2ccc(OC)c(OC)c2)n1)C(C(=O)NCC1CCCO1)c1ccc(F)cc1 (stereo not drawn)	1.9	1	17	-10	-2	-0.3	-0.5	5	-2.1
COc1ccc(-c2cc([C@H]3[C@H]4C=CC[C@@H](C)[C@@H]4C(=O)N3Cc3ccccc3)ccc2F)cc1OC	-1.0	1	-5	-1	5	0.0	-1.1	-1	-4.2
O=C(Nc1ccccc1F)Nc1ccccc1Br	-3.4	-2	1	7	15	0.7	1.8	1	nt
Cn1c(NC(=O)c2cccc(C(F)(F)F)c2)cc(=O)n(C)c1=O	-1.1	0	-2	6	-5	-1.3	1.0	11	0.1
CN(CC(=O)O/N=C(\N)c1cccc([N+](=O)[O-])c1)S(=O)(=O)c1ccccc1	2.6	1	-7	6	-15	-4.7	0.3	4	0.0
CCCc1nc2c([nH]1)c(=O)n(C)c(=O)n2C	-1.2	-1	?	-4	32*	-3.0	0.2	-1	-0.8
O=C(CN1CCCC1c1ccc2c(c1)OCCO2)NC(=O)Nc1ccccc1 (stereo not drawn)	-0.8	4	7	-4	-2	-3.1	-1.7	7	-4.6
C#CCN(C[C@@H]1[C@@H](OC(=O)NCc2ccccc2F)[C@@H](OC(=O)NCc2ccccc2F)Cn2c(=O)n(CCCCCC)c(=O)n21)S(=O)(=O)c1ccc(C)cc1	-3.0	-3	-2	4	6	0.1	nt	16	-0.9
Cc1ccc(-c2csc3ncnc(-n4cnc5ccccc54)c23)cc1	-3.6	-1	-2	11	-10	-0.4	0.8	5	4.7
Cn1c(=O)n(C)c2cc(NC(=O)C(F)(F)F)ccc21	-0.8	-2	9	-8	0	0.4	1.5	3	1.1
COc1ccc(OC)c(NC(=S)N(CCc2c(C)[nH]c3ccccc23)Cc2cccs2)c1	-8.7	-1	-12	-3	12	-0.7	3.6	10	-1.5

6 entries from above, ordered by molecular weight, ascending:
SMILES	FadD28 FP inh	Mtb FBA inh	BoNT-F LC inh	PrPC TRFRET	CCHF vOTU inh	BoNT-A LC inh2	Mtb UGM inh	GDH-TPI counter	BioA inh
CCCc1nc2c([nH]1)c(=O)n(C)c(=O)n2C	-1.2	-1	?	-4	32*	-3.0	0.2	-1	-0.8
Cn1c(=O)n(C)c2cc(NC(=O)C(F)(F)F)ccc21	-0.8	-2	9	-8	0	0.4	1.5	3	1.1
Cc1ccc(C2Nc3ccccc3NC3=C2C(=O)CC(C)(C)C3)c(O)c1 (stereo not drawn)	1.0	-1	1	12	7	0.4	0.8	22	0.7
N#Cc1ccc(CSc2nnc(NC(=O)c3ccc(=O)[nH]c3)s2)cc1	-2.4	7	-5	-4	-3	-0.5	0.9	23	7.4
CSCCC(C(=O)Nc1c(C)cccc1C)N1CCN(c2ccc(C(F)(F)F)cn2)CC1 (stereo not drawn)	-2.3	4	-2	4	-2	-0.2	nt	nt	-1.6
COc1ccc(-c2cc([C@H]3[C@H]4C=CC[C@@H](C)[C@@H]4C(=O)N3Cc3ccccc3)ccc2F)cc1OC	-1.0	1	-5	-1	5	0.0	-1.1	-1	-4.2

Continued.
SMILES	FadD28 FP inh	Mtb FBA inh	BoNT-F LC inh	PrPC TRFRET	CCHF vOTU inh	BoNT-A LC inh2	Mtb UGM inh	GDH-TPI counter	BioA inh
O=C1NC(=O)C(=Cc2csc3ccccc23)C(=O)N1	-1.3	-2	-8	-7	-2	-2.4	2.3	9	-1.4
O=C(CCCN1CC=C(n2c(=O)[nH]c3ccccc32)CC1)c1ccc(F)cc1	-0.8	1	1	-8	-1	-0.1	-1.3	14	0.3
CCOc1c(Br)cc(C2NC(=O)CCC2[N+](=O)[O-])cc1OC (stereo not drawn)	-0.3	-1	6	-8	1	-2.2	1.0	-9	-1.6
COc1cccc(OCCSc2nc3ccccc3c(=O)[nH]2)c1	0.0	1	-8	6	-5	0.6	1.1	2	nt
COc1cc([C@@H]2C[C@H]3CN(c4ccccc4)C(=O)[C@]34CCCN24)cc(OC)c1OC	-1.3	-1	5	-12	6	-2.0	0.4	-9	nt
COc1cc(C(C)=O)ccc1OCCN1CCC(Cc2ccccc2)CC1	-1.2	1	4	-14	8	0.1	0.3	7	nt
Cc1cccc(C)c1NC(=O)CN1C(=O)NC(C)(CCc2ccccc2)C1=O (stereo not drawn)	-3.5	3	-1	3	10	-0.7	3.1	-6	nt
Cc1ccc(NC(=O)N2CCC(C(=O)c3ccc(F)cc3)CC2)cc1	-1.2	-2	-2	5	3	0.0	0.2	6	-5.0
Cc1c(C(=O)O)cccc1-n1c(C)cc(C=O)c1C	-0.8	1	3	-10	4	-0.4	0.6	2	-6.6
OC[C@@H]1CN(C2CCCC2)C[C@H](n2cnc3c(NC4CC4)ncnc32)O1	0.2	-1	-6	0	-6	-0.1	nt	10	-0.6
CC(=O)NN(O)C1N(C)C(=O)N(Cc2ccccc2)C1(C)C (stereo not drawn)	-2.8	-2	-5	7	-3	0.0	2.5	12	nt
CC(NC(=O)c1ccco1)C(=O)N1CCN(c2ccccc2)CC1 (stereo not drawn)	-2.1	0	0	3	12	1.7	2.4	-5	-0.2
COc1ccc(Cc2noc(CN(C)Cc3ccc(-n4cccn4)cc3)n2)cc1OC	-2.4	2	-6	3	-63	-1.3	0.6	-9	0.9
Cc1onc(-c2ccccc2Cl)c1C(=O)OCC(=O)c1c(N)n(C)c(=O)n(C)c1=O	-4.3	1	6	12	-18	0.3	0.3	5	nt
CNC(=O)COC(=O)c1ccc(Cl)c(S(=O)(=O)N2CCCC2)c1	-1.6	-2	-4	-6	3	0.4	-0.9	-15	nt
Cc1ccc(CNC(=O)C(=O)NCC2OCCN2S(=O)(=O)c2ccc3c(c2)OCCO3)cc1 (stereo not drawn)	-1.6	2	-5	5	3	-1.1	-0.5	7	0.0
Clc1cccc(CSC2=NCCCN2)c1	nt	-7	-2	nt	nt	0.4	2.9	17	nt
Cc1ccc(NCCC(=O)c2ccc(Cl)cc2)cc1C	-4.0	1	-6	2	-9	-1.0	-0.4	0	1.2
C=CC[C@@H](CC(=O)N[C@@H](CO)Cc1ccccc1)C(=O)NC[C@H](OC(=O)[C@@H](CC=C)Cc1ccc(F)cc1)c1ccccc1	-3.8	1	-8	5	-4	-0.1	-0.5	3	-0.3
